High-throughput results: PubChem, several laboratories
CAL PDZ FP = inhibitors of human CAL PDZ peptide binding | hit rate 0.92% among 300,000 | Q9HD26 | inhibition, % at 24.9 µM | AID 602252 | purified CAL PDZ, TMR-peptide fluorescence polarization, 1 h;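 active = mean inhibition of at least 30% with at least half of replicates also reaching 30%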;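 also: 0% = DMSO neutral control and 100% = excess unlabeled competitor peptide PRC23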
MOR-DOR ag = agonists of human mu-delta opioid receptor heterodimerization; P35372+P41143; cells, OPRM1-OPRD1 heterodimerization, luminescence; activation, % at 9.3 µM; hit rate 0.3% among 340,000; in the data active = activation above about 18%;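 also: 0% = vehicle-treated cells and 100% = reference agonist; values of inactives mirror those of a sister screen read the other way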
Target sequence (P35372 whole entry, looked up): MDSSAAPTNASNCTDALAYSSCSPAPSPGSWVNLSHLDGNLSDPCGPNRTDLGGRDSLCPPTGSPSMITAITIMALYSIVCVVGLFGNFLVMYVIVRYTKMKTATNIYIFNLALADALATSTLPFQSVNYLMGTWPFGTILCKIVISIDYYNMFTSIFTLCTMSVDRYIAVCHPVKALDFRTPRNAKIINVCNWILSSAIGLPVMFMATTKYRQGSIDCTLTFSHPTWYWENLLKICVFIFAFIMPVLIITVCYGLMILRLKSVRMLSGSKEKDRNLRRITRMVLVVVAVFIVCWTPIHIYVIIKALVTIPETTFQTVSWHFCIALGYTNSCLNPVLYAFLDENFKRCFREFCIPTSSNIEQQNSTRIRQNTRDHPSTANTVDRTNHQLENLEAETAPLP
Target sequence (P41143 whole entry, looked up): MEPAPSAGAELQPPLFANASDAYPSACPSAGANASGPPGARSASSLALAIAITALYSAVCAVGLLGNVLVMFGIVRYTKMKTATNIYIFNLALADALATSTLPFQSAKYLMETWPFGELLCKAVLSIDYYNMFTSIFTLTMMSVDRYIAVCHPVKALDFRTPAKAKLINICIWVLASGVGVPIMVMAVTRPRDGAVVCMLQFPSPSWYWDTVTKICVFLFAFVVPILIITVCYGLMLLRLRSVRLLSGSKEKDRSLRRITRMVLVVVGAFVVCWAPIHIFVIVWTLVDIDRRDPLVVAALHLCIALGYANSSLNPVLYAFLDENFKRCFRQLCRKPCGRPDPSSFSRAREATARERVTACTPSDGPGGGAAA
Cardiac RTF inh = cardiac RTF calcium desensitization; P19429+P45379; hit rate 0.12% among 340,000; AID 493244; inhibition, % at 7.15 µM; IANBD-labeled cardiac RTF, Ca2+ fluorescence;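 active = inhibition above the mean inhibition of all tested compounds plus 3 SD, cut at about 17% in these data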;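 also: assay run at fixed EC70 calcium of 1.6 mM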
V-ATPase pH = yeast V-ATPase proton transport regulation by pHLuorin; S. cerevisiae, pHLuorin cytosolic pH fluorescence; response, % at 10 µM; hit rate 0.37% among 350,000; AID 504577; in the data active = response mostly above about 7.3%, no sharp cut-off; inactive = mostly below about 5.4%; also: actives read high; inactives centre near 0; some compounds called inactive have numbers as strong as hits; reference of the scale not given here
HTR5A ag = counter-screen for OPRM1-OPRD1 agonists: human HTR5A agonism; activation, % at 9.3 µM; HTR5A agonist assay, luminescence, cell-based; AID 504692; P47898; hit rate 0.61% among 340,000; in the data active = activation mostly above about 9.5%, no sharp cut-off; inactive = mostly below about 7.6%;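 also: 0% = cells with vehicle only and 100% = reference agonist; strong numbers were not always called active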
HTR5A inv ctr = HTR5A inverse agonism, opioid heterodimer counter-screen; P47898; HTR5A cell line, luminescence; inhibition, % at 9.3 µM; hit rate 0.083% among 340,000; in the data active = inhibition mostly above about 23%, no sharp cut-off; inactive = mostly below about 18%;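 also: 0% = cells with DMSO and 100% = no-cell wells with DMSO; some compounds called inactive have numbers as strong as hits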
LANA DNA inh = KSHV C-LANA DNA binding inhibition; MBP-C-LANA/FAM-LBS DNA binding, fluorescence polarization; inhibition, % at 9 µM; hit rate 0.078% among 340,000;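 active = highest replicate inhibition at or above 60% at 9 µM, even if other replicates fall short; inactive = all replicates below 60% inhibition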;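 also: 0% = neutral control wells and 100% = 4 µM acridine orange control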
cardiac RTF act = increases calcium sensitivity of human cardiac regulated thin filaments; IANBD-labeled TnC RTF fluorescence at EC20 calcium; 0% EC20 calcium, 100% full calcium; activation, % at 7.2 µM; hit rate 0.24% among 340,000; AID 493008;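 active = activation above the mean over all tested compounds plus 3 SD, cut at about 30% in these data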;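 also: rise in fluorescence read as greater calcium sensitivity of cardiac thin filaments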
MOR-DOR inv ag = mu-delta opioid heterodimer inverse agonism | P35372+P41143 | cell-based MOR-DOR heterodimer luminescence | inhibition, % at 9.3 µM | hit rate 0.21% among 340,000; in the data active = inhibition above about 22%, passing the limit was not always enough;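 also: 0% = cells with DMSO and 100% = wells without cells with DMSO; values of inactives mirror those of a sister screen read the other way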
Keap1 Nrf2 FP = inhibitors of human Keap1-Nrf2 protein-protein interaction | hit rate 0.15% among 340,000 | Q14145 | Keap1 Kelch-Nrf2 peptide fluorescence polarization, 1536-well | inhibition, % at 9.4 µM; in the data active = inhibition above about 12%;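 also: human Keap1 Kelch domain with fluorescein labeled Nrf2 9mer peptide probe; 0% = neutral control wells and 100% = peptide positive control; higher means more block of Keap1 binding to Nrf2 peptide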
* hit, by the source's call; / = not tested or not shown.

Second line of a record: Cardiac RTF inh | LANA DNA inh | V-ATPase pH | HTR5A inv ctr | CAL PDZ FP | HTR5A ag | cardiac RTF act | MOR-DOR ag | Keap1 Nrf2 FP | MOR-DOR inv ag
#1 CCCCSc1nnc2n(CCc3ccccc3)c(=O)c3c4c(sc3n12)COC(C)(C)C4
→ -10 | -1.7 | 2 | -15 | -1 | 6 | -1 | -2.0 | -4 | 11
#2 COCCN(C(=S)Nc1cccc(C)c1)C(C)c1cccnc1 (stereo unspecified)
→ -12 | -2.1 | 1 | 10 | -2 | -4 | -2 | 0.5 | -1 | -3
#3 Cc1nc2ccccc2c(=O)n1NCc1cc(Br)cs1
→ 0 | 1.2 | -3 | 6 | -4 | 1 | 4 | -0.9 | -4 | 5
#4 CCOC(=O)[C@H]1[C@H]2COc3cc(OC)ccc3[C@@H]2N2C(=O)N(c3cccc(Cl)c3)C(=O)[C@@]12C
→ 4 | 0.5 | 2 | -3 | 1 | 1 | -2 | -1.6 | -3 | 9
#5 Cc1c(Cc2ccc3c(c2)OCO3)sc(NC(=O)C2CC2)c1C(N)=O
→ 4 | -0.3 | 0 | -8 | 0 | 3 | -1 | -2.1 | -4 | 11
#6 O=c1[nH]c2ccc(Cl)cc2c(O)c1Cc1ccccc1
→ 7 | 2.9 | -1 | 13 | -1 | -5 | 0 | -3.5 | -4 | 20
#7 CCOC(=O)Cc1csc(NC(=O)Nc2cccc(Cl)c2)n1
→ -5 | 0.6 | 3 | -15 | -3 | 6 | -5 | 5.8 | 0 | -38
#8 NC(=O)CC(NC(=O)Cc1ccc(Br)cc1)c1ccc(NCc2ccc(F)cc2)c([N+](=O)[O-])c1 (stereo unspecified)
→ -7 | 2.6 | -2 | 16 | -2 | 5 | 0 | -3.1 | -3 | 18
#9 CC(C)C(=O)Nc1ccc(C(=O)NNC(=O)c2ccco2)cc1
→ -2 | 1.2 | 1 | -48 | 7 | -2 | -2 | -1.6 | -3 | 9
#10 CCOC(=O)C1=C(C)N(CC(C)C)C(=O)C1
→ -3 | -2.3 | 4 | 1 | -1 | 0 | -2 | -0.4 | -4 | 2
#11 O=C(NC1CCCCC1)C(c1ccncc1)N(C(=O)c1csnn1)c1ccccc1 (stereo unspecified)
→ 5 | 0.2 | -2 | -17 | -4 | 6 | -4 | 0.8 | 1 | -6
#12 O=C(c1ccccc1)N1N=C(c2ccccc2)CC1c1ccccc1O (stereo unspecified)
→ -4 | 0.4 | -9 | 2 | 2 | -1 | 2 | 11 | 0 | -63
#13 COc1ccc(N2CCN(C(CNC(=O)C(=O)NCc3cccs3)c3ccco3)CC2)cc1 (stereo unspecified)
→ -21 | 1.7 | 2 | -9 | -4 | 5 | 3 | -0.7 | -2 | 4
#14 O=C(N/C(=C/c1cccs1)C(=O)N1CCOCC1)c1ccccc1
→ -6 | 1.2 | 0 | -19 | 2 | 7 | 1 | 0.2 | -2 | -1
#15 C=CCn1c(CCNC(=O)c2cccs2)nnc1SCC(=O)c1ccc(Cl)cc1
→ -3 | -1.9 | 3 | 29 | -8 | 2 | -3 | -0.8 | 1 | 4
#16 COc1ccc(CC(=O)Nc2nc(C(C)(C)C)cs2)cc1
→ 3 | -2.1 | -2 | -19 | / | 6 | -8 | 2.6 | 0 | -21
#17 Cc1cc(C)cc(-c2nnc(SCc3ccc(C(=O)O)cc3)o2)c1
→ -10 | 2.4 | -1 | -14 | -3 | 6 | 7 | 2.4 | 1 | -13
#18 C=CCCCCCCCC(=O)OC
→ 3 | -0.2 | 2 | -11 | 0 | 0 | 5 | 1.0 | -1 | -5
#19 CCS(=O)(=O)NCCc1cc2cc(C)c(C)cc2[nH]c1=O
→ -6 | -0.5 | 2 | -2 | / | 5 | -2 | -3.2 | -3 | 15
#20 Cc1cccc(C(=O)c2cnc3ccccc3c2-c2ccccc2)c1
→ -5 | 0.0 | 1 | -2 | 8 | 3 | -4 | 8.5 | 1 | -53
#21 COc1ccc2c(CC(=O)Nc3nccs3)coc2c1
→ -3 | -0.3 | -5 | -12 | -6 | 4 | -1 | -0.2 | -3 | 1
#22 O=C(N/N=C/c1cccs1)C1COc2ccccc2O1 (stereo unspecified)
→ -4 | -2.7 | -1 | -8 | -1 | 0 | -6 | -5.7 | 0 | 26
#23 CC(=O)N1CCc2cc(S(=O)(=O)NCCC(=O)NCCc3ccccc3)ccc21
→ -5 | -0.4 | -2 | -4 | -4 | -4 | 2 | -0.1 | -3 | 0
#24 CN(C)/N=C/c1ccc(N2CCOCC2)cc1
→ 13 | 0.8 | 1 | -1 | -1 | 1 | 8 | 0.3 | 2 | -1
#25 CCCn1nc(NC(=O)c2ccco2)c2cc3ccc(C)cc3nc21
→ 5 | -2.3 | -1 | -1 | -2 | -2 | -3 | -3.1 | -3 | 18
#26 Cc1ccccc1C(=O)N1CCC(C(=O)Nc2ccccc2N2CCCC2)CC1
→ -9 | 1.3 | 6 | 4 | 5 | -1 | -5 | 1.2 | 3 | -8
#27 O=C1CC(=C2c3ccccc3-c3ccccc32)C(=O)N1CCCCN1CCN(c2ccccc2)CC1
→ -6 | 1.8 | 2 | -5 | 2 | -3 | -2 | -0.5 | -4 | 2
#28 COc1cc(Br)cc(/C=N/N(CCO)C2=NS(=O)(=O)c3ccccc32)c1OC
→ 0 | -1.7 | -1 | 15 | 3 | -4 | -1 | -2.1 | -3 | 10
#29 COc1cccc(NC(=O)CSc2nc3ccccc3c(=O)n2C)c1
→ -5 | -1.2 | -3 | 22 | / | 2 | 3 | -1.4 | 0 | 7
#30 O=C(N/N=C/C(Br)=C/c1ccccc1)C1CC1
→ -5 | -0.9 | 1 | 0 | 2 | 0 | 3 | 1.0 | -4 | -4
#31 CCOc1cccc(NC(=O)C2CCCN(S(=O)(=O)c3ccc(-n4cnnn4)cc3)C2)c1 (stereo unspecified)
→ 2 | 2.8 | -6 | -11 | -5 | 7 | 0 | 0.2 | 2 | -1
#32 COc1ccc(CCNC(=S)NCc2ccc(Cl)c(Cl)c2)cc1OC
→ -11 | -0.7 | 3 | -9 | -2 | 3 | 5 | -1.1 | 3 | 6
#33 CSCC(O)Cn1[nH]c(=O)c2cc(Cl)c(Cl)cc2c1=O (stereo unspecified)
→ -10 | 0.4 | 11 | -14 | -2 | 1 | 17 | 0.8 | -5 | -4
#34 CCN1C(=O)/C(=C/c2nc3ccccc3c(=O)n2-c2ccc(C)cc2)c2ccccc21
→ 4 | -1.1 | 4 | -31 | 0 | 3 | 0 | -3.0 | -4 | 14
#35 O=C(O)c1ccc(CSc2nnnn2C2CCCCC2)cc1
→ -11 | -1.4 | 1 | -9 | -2 | 3 | 5 | -0.8 | -8 | 5
#36 Cc1ccc(C)c(NC(=O)CSc2ncnc3nc[nH]c23)c1
→ -7 | 0.4 | 3 | 4 | / | 7 | 3 | -2.5 | -3 | 11
#37 O=C(Nc1cccc([N+](=O)[O-])c1)N1CCc2ccccc2C1
→ 3 | -0.1 | 3 | 11 | -2 | -3 | -4 | -0.4 | -4 | 2
#38 C=CCn1c2ccccc2c2nnc(SCC(=O)Nc3c(C)n(C)n(-c4ccccc4)c3=O)nc21
→ -8 | 1.2 | -1 | -13 | -2 | 6 | 0 | -2.3 | -1 | 11
#39 C=CC[C@]12C=C(OC)C(=O)C=C1O[C@@H](c1ccc3c(c1)OCO3)[C@H]2C
→ 5 | -0.6 | -3 | -43 | -3 | 5 | 1 | -2.4 | 3 | 13
#40 CCCC(=O)N/N=C1\CS(=O)(=O)N(C)c2ccsc21
→ 0 | 0.5 | -1 | -15 | -1 | 2 | -1 | -2.3 | -2 | 11
#41 Cc1ccc(F)cc1NC(=O)c1ccc(NS(=O)(=O)c2ccc(Br)s2)cc1
→ 3 | -0.6 | -1 | 10 | -4 | 1 | -7 | -0.1 | 0 | 1
#42 Cc1ccc(S(=O)(=O)N2CCCN(Cc3nc4ccccc4c(=O)[nH]3)CC2)cc1
→ -5 | 0.1 | 5 | -30 | -2 | 4 | 4 | 4.9 | 7 | -32
#43 CCN(CC)C(=O)c1ccc(O)c(OC)c1
→ 10 | 2.7 | -24 | 2 | -1 | -1 | 10 | -0.5 | -4 | 3
#44 O=C(CN1CCC(O)(c2ccc3c(c2)OCO3)CC1)OC1CCCCC1
→ 4 | 2.0 | 0 | 8 | -5 | 1 | -5 | -0.2 | 2 | 1
#45 N#CCC(=O)Nc1ccc(C(=O)NCc2ccccn2)cc1
→ 2 | -0.4 | 0 | 7 | -2 | -2 | 10 | -1.9 | -5 | 10
#46 COc1ccccc1NC(=O)CCC(=O)Nc1nnc(C2CCCCC2)s1
→ -6 | -1.6 | -5 | 9 | 5 | -1 | -4 | -0.6 | 3 | 3
#47 CN1C(N)=NC(=O)/C1=C\c1ccc(Br)cc1
→ 0 | 2.1 | -3 | -21 | -2 | 6 | 1 | -2.4 | 6 | 12
#48 CC(=O)N1CCC(C(=O)Nc2ccc(S(=O)(=O)N3CCCC(C)C3)cc2)CC1 (stereo unspecified)
→ -13 | 1.1 | -4 | 12 | -3 | -1 | 10 | -0.8 | -4 | 5
#49 O=C(CCN1C(=O)C2CC=CCC2C1=O)Nc1nccs1 (stereo unspecified)
→ 3 | 1.5 | 1 | -1 | 9 | -2 | -5 | -1.8 | -2 | 9
#50 CCC(=O)Nc1nnc(SCC(=O)NCc2ccc3c(c2)OCO3)s1
→ -1 | -1.2 | -3 | -15 | -1 | 4 | -2 | -3.3 | 3 | 19
#51 CCC1(c2ccc(F)cc2)NC(=O)N(CC(=O)c2cc(C)n(C3CC3)c2C)C1=O (stereo unspecified)
→ -3 | 0.1 | -2 | -15 | -4 | 9 | -6 | 0.8 | 0 | -5
#52 COc1ccc(C(=O)Nc2ccc(Cn3ccnc3)cc2)cc1OC
→ -5 | -1.1 | 5 | -3 | -3 | -2 | -5 | -2.4 | -4 | 12
#53 COc1ccnc(Oc2ccc(F)cc2)c1C(=O)N/C=N/OCc1c(Cl)cccc1Cl
→ -3 | -0.9 | 3 | -15 | 0 | 4 | 9 | -0.3 | -3 | 2
#54 Cc1cc(C)cc(-c2nnc(SCC(=O)N3CCN(C(=O)c4ccco4)CC3)o2)c1
→ -3 | -0.5 | 0 | -17 | -2 | 1 | 4 | -1.6 | -2 | 9
#55 CCC1Oc2ccccc2N(CC(=O)NCCCN2CCCC2)C1=O (stereo unspecified)
→ 2 | -0.5 | 0 | 6 | 0 | -4 | 3 | -2.8 | 4 | 14
#56 CCc1ccc(CN2CC(C(=O)O)CC2=O)cc1 (stereo unspecified)
→ 0 | 0.9 | -3 | -20 | -4 | 1 | 12 | -0.6 | -2 | 3
#57 c1ccc2c(C[n+]3csc4ccccc43)cccc2c1
→ -3 | -0.1 | 5 | -18 | -3 | 0 | -10 | 1.2 | 2 | -6
#58 COC(=O)c1c(NC(=O)CCCC(=O)O)sc2c1CCC2
→ -2 | -0.3 | 5 | -28 | / | -1 | 2 | -1.4 | -6 | 7
#59 COc1cccc(CNCc2cccnc2)c1OCc1ccccc1
→ -8 | -0.1 | 0 | 1 | -1 | -1 | 1 | 0.9 | -4 | -4
#60 CCOC(=O)CNC(=O)Cn1c(C)cc2ccccc2c1=O
→ 2 | -2.2 | 1 | 23 | -4 | 5 | 7 | -0.3 | 3 | 2
#61 O=C1CC(c2nc3ccccc3[nH]2)CN1c1ccccc1 (stereo unspecified)
→ 0 | -0.6 | -1 | -31 | -4 | -1 | 11 | -2.5 | 4 | 14
